Compound activity deposited in PubChem BioAssay by Southern Research Specialized Biocontainment Screening Center.
H37Rv inhibition = M. tuberculosis growth inhibition, HTS (AID 449762); M. tuberculosis H37Rv growth inhibition, 7H9 media; higher % means a stronger effect; inhibition, % at 25 µM, or IC50 in µM where a hit was titrated; 330,000 compounds, 0.59% hits; in the data active means a potency from the dose series; inconclusive means inhibition above about 70% without an active follow-up result;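 further: bacterial growth assessed after seven days of incubation; strong numbers were not always called active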
M. tuberculosis = growth inhibition of non-replicating M. tuberculosis (AID 488890); Mycobacterium tuberculosis non-replicating, growth inhibition; higher % means a stronger effect; inhibition, % at 25 µM; hits with a dose series show IC50 in µM; 320,000 compounds, 0.39% hits; in the data active means a potency from the dose series; inconclusive means inhibition mostly from about 82% at the one dose, without a potency; inactive means the rest, 99 in 100 with inhibition below about 76%;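 further: plate controls were DMSO cells for no effect and high antibiotic wells for full effect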
Salmonella PhoP GFP = Inhibition of PhoP regulon, Salmonella typhi GFP reporter cells, confirmation, 4 h (AID 1850). 310,000 compounds, 0.33% hits. Salmonella Typhi PhoP-promoter GFP reporter, fluorescence, 4 h; higher % means a stronger effect. inhibition, % at 50 µM; hits with a dose series show IC50 in µM; in the data active means a potency from the dose series; inconclusive means inhibition mostly from about 25% at the one dose, without a potency; inactive means the rest, 99 in 100 with inhibition below about 19%;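 further: 0% = induced wells with vehicle and 100% = uninduced wells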
H1N1 NS1A inhibition = H1N1 influenza NS1A inhibitors, functional cell based assay (AID 504329). 340,000 compounds, 0.3% hits. one-dose inhibition, % at 12.5 µM; IC50 in µM for titrated hits. NS1A functional cell-based assay, percent inhibition; higher % means a stronger effect; in the data active means a potency from the dose series; inconclusive means inhibition above about 27% without an active follow-up result; further: strong numbers were not always called active
VEEV TC-83 Vero = inhibitors of VEEV TC-83 cytopathic effect, confirmation, Vero cells (AID 588727); Vero cells, VEEV TC-83 cytopathic effect inhibition; higher % means a stronger effect; 350,000 compounds, 0.13% hits; one-dose inhibition, % at 20 µM; IC50 in µM for titrated hits; in the data active means a potency from the dose series; inconclusive means inhibition mostly from about 14% at the one dose, without a potency; inactive means the rest, 99 in 100 with inhibition below about 12%; further: strong numbers were not always called active
VEEV TC-83 Vero 10K pilot screen = also measured in VEEV TC-83 Vero; calls as there; inhibition, %; measured here: 10K pilot screen inhibition
* marks the source's active call; other numbers are inactive results; i = inactive; ? = inconclusive; . = not tested or not shown.

SMILES	H37Rv inhibition	M. tuberculosis	Salmonella PhoP GFP	H1N1 NS1A inhibition	VEEV TC-83 Vero	others
COc1ccc(C(=O)NC(C(=O)NCC2CCCO2)C(C)C)cc1 (configuration not stated)	-1.1%	-32.8%	10.2%	1.2%	0.7%
Cc1ccc(SC(C)C(=O)Nc2ccccc2C(=O)N2CCOCC2)cc1 (configuration not stated)	-5.3%	6.7%	2.2%	-9.4%	i
Cc1c(-c2ccc(Br)cc2)[n+](=O)c2c(n1[O-])CCCC2	-6.0%	-22.5%	11.2%	-1.2%	0.2%
CC1=C(C)C(=O)N(c2ccccn2)C1=O	-2.2%	-1.3%	-10.2%	-15.9%	0.8%
Cc1cc([N+](=O)[O-])ccc1NC(=O)c1ccc(NC(=O)C(C)C)cc1	?	27.1%	2.4%	8.4%	1.7%	VEEV TC-83 Vero 10K pilot screen=1.2
COc1ccc(NC(=O)C2CC(c3c(F)cccc3Cl)=NO2)cc1OC (configuration not stated)	-29.8%	-6.8%	-3.7%	1.8%	0.8%
Cc1cc(C)nc(NS(=O)(=O)c2ccc(NC(=O)CCN3C(=O)c4ccccc4C3=O)cc2)n1	-4.7%	1.2%	-0.5%	-0.3%	1.0%
O=C(NNC(=O)c1cc(-c2ccncc2)nc2ccccc12)Nc1ccc(F)cc1	-5.6%	-12.7%	-6.1%	-9.4%	9.2%
CCN(CC)S(=O)(=O)c1ccc2oc(C(=O)NCC3COc4ccccc4O3)c(C)c2c1 (configuration not stated)	5.5%	38.9%	-2.7%	-8.2%	5.4%
O=C(NN1CCCCC1)c1ccccc1	-10.0%	-11.2%	-4.1%	24.9%	0.1%
CCOC(=O)c1c(NC(=O)CSc2nnnn2-c2ccc3c(c2)OCCO3)sc(C)c1C	67.7%	8.3%	-10.8%	4.4%	i
COc1ccc(S(=O)(=O)NC2CCCC2)cc1NC(C)=O	-9.4%	-5.7%	2.0%	4.6%	1.2%
Cc1ccc(N=C(NOC(=O)c2ccccc2)c2nonc2N)c(C)c1	3.3%	59.8%	11.0%	0.5%	0.2%
CCOC(=O)N1CCN(c2nc(-c3cccc(OC)c3)cc(C(F)(F)F)n2)CC1	7.8%	18.1%	1.2%	-10.5%	5.0%
CCOC(=O)Cc1csc(NC(=O)CSc2nccn2C)n1	-1.1%	0.6%	-1.3%	1.1%	i
O=C(CCc1nnc2ccc(NCc3ccco3)nn12)N1CCN(c2ccc(F)cc2)CC1	3.4%	-8.8%	-2.9%	-2.0%	2.8%
CCOc1ccc2[nH]c(=O)c(CN(Cc3cccs3)C(CC)c3nnnn3C(C)(C)CC)cc2c1 (configuration not stated)	.	.	.	-4.1%	2.2%
Nc1ccc(C(=O)Nc2cccc(N)c2)cc1	10.0%	-7.8%	7.8%	-6.5%	i
O=C1CCN(C(=O)c2ccccc2)C2CCCCC12 (configuration not stated)	-0.2%	0.5%	-3.4%	2.0%	3.7%
CCOc1ccccc1NS(=O)(=O)c1cn(C)nc1C	-0.2%	-9.3%	6.9%	-5.5%	1.8%
O=C(NCCCc1nc2ccccc2[nH]1)c1ccco1	0.4%	18.4%	-9.8%	-6.3%	1.5%
COc1ccccc1C(C)NC(=O)C1CCN(S(=O)(=O)c2cccs2)CC1 (configuration not stated)	-6.3%	34.4%	.	-7.6%	2.7%
O=c1[nH]c(=O)n(-c2ccc(F)cc2)c(O)c1C=Nc1ccccc1N1CCCC1	7.3%	-24.8%	2.8%	0.2%	6.1%
Cc1cc(C)c2cc(CN(CCO)C(=O)NC3CCCCC3)c(=O)[nH]c2c1	0.2%	7.6%	-1.7%	11.7%	0.8%
Cc1ccc2[nH]c(=O)c(CNS(=O)(=O)c3ccccc3)c(-c3ccccc3)c2c1	3.0%	0.7%	-4.8%	0.7%	10.1%

By substructure, those above containing two or more sulfur atoms
SMILES	H37Rv inhibition	M. tuberculosis	Salmonella PhoP GFP	H1N1 NS1A inhibition	VEEV TC-83 Vero	others
CCOC(=O)c1c(NC(=O)CSc2nnnn2-c2ccc3c(c2)OCCO3)sc(C)c1C	67.7%	8.3%	-10.8%	4.4%	i
CCOC(=O)Cc1csc(NC(=O)CSc2nccn2C)n1	-1.1%	0.6%	-1.3%	1.1%	i
COc1ccccc1C(C)NC(=O)C1CCN(S(=O)(=O)c2cccs2)CC1 (configuration not stated)	-6.3%	34.4%	.	-7.6%	2.7%

Returning to the listing, repeating the 3 entries before the break.
SMILES	H37Rv inhibition	M. tuberculosis	Salmonella PhoP GFP	H1N1 NS1A inhibition	VEEV TC-83 Vero	others
O=c1[nH]c(=O)n(-c2ccc(F)cc2)c(O)c1C=Nc1ccccc1N1CCCC1	7.3%	-24.8%	2.8%	0.2%	6.1%
Cc1cc(C)c2cc(CN(CCO)C(=O)NC3CCCCC3)c(=O)[nH]c2c1	0.2%	7.6%	-1.7%	11.7%	0.8%
Cc1ccc2[nH]c(=O)c(CNS(=O)(=O)c3ccccc3)c(-c3ccccc3)c2c1	3.0%	0.7%	-4.8%	0.7%	10.1%
COc1ccccc1Nc1ccc(C(=O)O)cc1[N+](=O)[O-]	13.2%	19.5%	-2.3%	-1.6%	i
CCCN(CCC)C(=O)CSc1nc2ccccc2c(=O)n1CC1COc2ccccc2O1 (configuration not stated)	-3.4%	1.4%	-14.8%	-15.7%	1.4%
Cc1noc(NC(=O)c2c(-c3c(Cl)cccc3Cl)noc2C)c1[N+](=O)[O-]	0.4%	25.6%	-8.2%	.	0.0%
CCCCc1nnc(NC(=O)C2CC(=O)N(Cc3ccccc3)C2)s1 (configuration not stated)	0.2%	-14.0%	-5.2%	-13.9%	8.6%
COc1cc(C(=O)OCc2cc3ccccc3[nH]c2=O)cc(OC)c1OC	3.5%	2.9%	-9.4%	5.5%	1.2%	VEEV TC-83 Vero 10K pilot screen=1.5
CN1C(=O)c2ccccc2C(C(=O)NCC2CCCO2)C1c1c[nH]c2ccccc12 (configuration not stated)	0.8%	-4.7%	-1.9%	9.7%	8.3%
CN1C(=S)SC(/[N+]([O-])=C\c2ccco2)C1(C)C (configuration not stated)	-1.6%	-9.6%	2.5%	3.1%	0.9%
COc1ccc(C2/C=C\CNCC(=O)N2Cc2ccc(F)cc2)cc1 (configuration not stated)	-1.8%	18.4%	-0.4%	-15.6%	0.2%
CCC1(CC)C(=O)C2=C3C1[C@H](C(=O)OC)C=C(C(=O)OC)C[C@H]3n1c(=O)n(-c3ccccc3)c(=O)n1[C@H]2C (some centres not stated)	1.6%	11.9%	-11.2%	0.5%	0.7%
COc1ccccc1CCNC(=O)C1CCN(c2nnc(C)c3c(C)n(-c4ccc(C)cc4)nc23)CC1	?	45.8%	1.5%	-1.3%	0.2%
CC(C)n1ncc2c(C(=O)Nc3ccc(S(N)(=O)=O)cc3)cc(C3CC3)nc21	-5.0%	0.6%	.	-1.7%	2.0%
COC(=O)c1ccc(NC(=S)N2CCN(CCO)CC2)cc1	5.4%	15.7%	-6.2%	-5.2%	1.1%
COc1cccc2c1N=C1CCCC3CN(C(C)=O)CCC123 (configuration not stated)	.	.	.	-13.0%	i
Nc1cccc(-c2nc3ccccc3s2)c1	59.4%	26.3%	2.2%	-1.4%	2.7%
O=C(NC1CCN(Cc2ccccc2)CC1)c1ccc(S(=O)(=O)NCc2ccco2)cc1	0.6%	-3.9%	11.1%	0.5%	i
CCOS(C)(=O)=O	-6.1%	-6.4%	.	-4.7%	i
Clc1ccc(Oc2ccccc2)c2ncccc12	3.7%	9.1%	-3.9%	-4.7%	i
COc1ccc2nc(NC(=O)Cc3ccc(OC)c(S(=O)(=O)N4CCOCC4)c3)sc2c1	1.8%	16.2%	-4.7%	-1.6%	6.2%
CC(C)Cc1cc(C(=O)N(C)C2CCCN(Cc3ccccc3F)C2)n(C)n1 (configuration not stated)	1.1%	16.5%	-11.7%	16.8%	5.1%
CCOC(=O)N1CCN(CC(O)COc2c(OC)cccc2OC)CC1 (configuration not stated)	-3.5%	-3.0%	-8.5%	-4.7%	0.8%
COc1ccc(C)cc1S(=O)(=O)NC1CCCCC1C (configuration not stated)	-6.5%	-7.5%	-4.4%	-1.8%	3.8%
Cc1ccc(NC(=O)COC(=O)C2(C)CC2(Cl)Cl)cc1S(=O)(=O)N1CCOCC1 (configuration not stated)	.	.	.	-2.5%	2.3%
CCCC(C)NS(=O)(=O)c1ccc(OC)c(C)c1 (configuration not stated)	-17.8%	7.9%	4.0%	-10.9%	i
Cc1cc2c(cc1C)NC(CC(=O)NCc1ccccc1)C(=O)N2 (configuration not stated)	2.0%	24.3%	1.8%	-6.9%	4.4%
COC(=O)C1=C(c2cccc(C#N)c2)C[C@@H]2CC[C@H]1N2C(=O)NCc1ccc(F)cc1	-5.9%	11.8%	.	-3.4%	i
SMILES	H37Rv inhibition	M. tuberculosis	Salmonella PhoP GFP	H1N1 NS1A inhibition	VEEV TC-83 Vero	others
CN1CCC(N(C)C(=O)/C(C#N)=C\c2ccc(OC(F)F)cc2)CC1	.	.	.	-0.8%	1.3%
COc1cnc(-c2ccccc2)nc1Oc1cccc(C)c1C	2.4%	2.7%	2.2%	-0.9%	i
CCn1c(SC)nc2c(c1=O)SC(C)C2 (configuration not stated)	-2.0%	3.5%	20.4%	-5.2%	0.1%
CCN(CC)S(=O)(=O)c1ccc(C(=O)NCCSc2c[nH]c3ccccc23)cc1	-0.3%	-4.6%	0.7%	-6.4%	1.1%
COc1ccc(S(=O)(=O)N2CCC(N3CCCC3)CC2)cc1	-10.0%	-7.0%	6.2%	-8.9%	i
O=C(Oc1ccccc1C(=S)N1CCOCC1)c1ccc([N+](=O)[O-])cc1[N+](=O)[O-]	38.5%	7.9%	8.6%	4.3%	0.5%
Cc1ccc(-n2cc(-c3ccccc3)c3c(NN4CCOCC4)ncnc32)cc1	40.9%	28.9%	-1.4%	7.1%	8.8%	VEEV TC-83 Vero 10K pilot screen=8.1
COc1ccc(NC(=O)Cn2c3ccc(OC)cc3c3nc4n(c(=O)c32)CCS4)cc1	15.3%	-11.1%	-10.1%	2.0%	1.3%
O=C(Nc1cc(=O)[nH]c2ncnn12)c1ccccc1Cl	-1.0%	7.6%	2.0%	-9.5%	i
O=C(COC(=O)c1cncc(Br)c1)NCc1ccc2c(c1)OCO2	-0.6%	56.1%	-2.4%	-1.9%	0.5%
CCOCCCNc1nc2ccccc2[nH]1	0.7%	1.6%	-8.6%	-8.8%	1.0%
O=C(NC(=S)NNC(=O)c1ccccc1[N+](=O)[O-])c1ccccc1	-8.1%	?	-0.3%	-11.9%	1.8%
Clc1nc(Nc2ccc(N3CCOCC3)cc2)c2ccccc2n1	9.1%	64.6%	-5.0%	3.8%	1.7%
CCc1ccc(CN(C)C(=O)c2cc(COc3cc(C)c(Cl)c(C)c3)on2)nc1	50.0%	40.2%	0.7%	-2.1%	i
Cc1onc(-c2c(F)cccc2Cl)c1C(O)c1ccc(F)cc1 (configuration not stated)	10.4%	2.7%	-3.8%	.	i
O=C(c1cnn(-c2ccccc2)c1)c1cc(Br)ccc1O	-6.4%	-3.9%	.	-0.1%	8.6%
COc1ccc(NC(=O)c2ccc(COc3ccccc3)o2)c(OC)c1	37.3%	41.0%	-2.1%	-13.1%	3.4%
CCOc1ccc(C(=O)NC2=NCCS2)cc1	7.3%	70.8%	-1.9%	.	.
CCOC(=O)C(NC(C)=O)C(=O)Nc1ccc(C(C)(C)C)cc1 (configuration not stated)	3.3%	8.4%	-1.2%	7.5%	1.1%
CCN(CC(=O)Nc1ccc(NC(C)=O)cc1)C(=O)C12CC3CC(CC(Cl)(C3)C1)C2	-9.7%	-4.9%	-10.4%	-1.9%	i
Cc1onc(-c2c(F)cccc2Cl)c1C(=O)Nc1cccc(Cn2cccn2)c1	-3.4%	12.3%	0.3%	17.1%	8.6%	VEEV TC-83 Vero 10K pilot screen=0.1
CCOc1ccccc1NC(=O)[C@@H](NC(=O)c1cccc(S(=O)(=O)N2CCOCC2)c1)C(C)C	4.9%	42.8%	18.1%	1.8%	0.9%
NC(=S)NN=C1c2ccccc2-c2c(F)c(F)c(F)c(F)c21	.	.	.	13.3%	3.0%
O=C(Nc1ccccc1)c1ccccc1CCc1ccccc1	10.4%	9.6%	-2.2%	-2.6%	0.1%
CC(=O)OC(C(=O)NC1CCCCC1)c1ccccc1 (configuration not stated)	-2.4%	-12.3%	3.1%	8.8%	0.9%
CCOC(=O)C1CCN(Cc2ccc(F)cc2)CC1	-15.3%	-5.5%	-4.0%	19.6%	0.2%	VEEV TC-83 Vero 10K pilot screen=0.3
CCOc1ccc(CCNc2nc3ccc(C)cc3n3cnnc23)cc1OCC	6.2%	0.5%	-9.1%	-1.9%	5.9%
C/C(=C\C(=O)c1ccccc1)Nc1ccc(N2CCOCC2)cc1	-6.6%	5.5%	-6.3%	10.3%	3.1%
